Source: PubChem (several laboratories)
sEH inhibitor: soluble epoxide hydrolase inhibitors, primary screen, biochemical, human sEH. Bifunctional epoxide hydrolase 2 (Homo sapiens), P34913. recombinant human sEH enzymatic activity assay. inhibition, % at 2 µM. actives 0.34% (n = 91,000); in the data active = inhibition above about 80%; also: values of inactives mirror those of a sister screen read the other way; many of its hits are not listed in these tables
Target sequence (P34913 whole entry, looked up): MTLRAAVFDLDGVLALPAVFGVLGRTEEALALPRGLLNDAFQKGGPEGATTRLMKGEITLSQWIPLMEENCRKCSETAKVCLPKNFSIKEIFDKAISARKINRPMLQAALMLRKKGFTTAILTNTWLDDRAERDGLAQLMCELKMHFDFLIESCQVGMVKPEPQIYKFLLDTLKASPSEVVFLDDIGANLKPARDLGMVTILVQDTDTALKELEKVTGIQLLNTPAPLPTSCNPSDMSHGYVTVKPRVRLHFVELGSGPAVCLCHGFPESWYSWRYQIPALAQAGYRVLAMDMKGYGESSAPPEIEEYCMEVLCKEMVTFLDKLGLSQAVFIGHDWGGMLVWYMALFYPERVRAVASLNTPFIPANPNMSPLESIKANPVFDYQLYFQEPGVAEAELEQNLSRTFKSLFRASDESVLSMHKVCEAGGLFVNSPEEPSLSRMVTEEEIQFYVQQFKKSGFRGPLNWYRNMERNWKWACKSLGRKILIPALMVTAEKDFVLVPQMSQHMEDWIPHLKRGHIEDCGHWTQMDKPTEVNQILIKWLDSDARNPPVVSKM
PLK1 kinase inh: human PLK1 kinase inhibitors, primary screen, biochemical, TR-FRET | Serine/threonine-protein kinase PLK1 (Homo sapiens), P53350 | recombinant PLK1 kinase, TR-FRET peptide phosphorylation | inhibition, % at 10 µM | actives 0.53% (n = 97,000);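 active = inhibition of 50% or more in the single-concentration screen; inactive = inhibition below 50%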;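 also: 0% = DMSO max control and 100% = H-89 dihydrochloride min control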
DAT uptake mod: changed hDAT dopamine uptake under cocaine IC80, either direction, primary screen, cocaine antagonist project, cell-based, LLC-PK1 hDAT, [14C]-dopamine uptake, MLSMR | LLC-PK1 hDAT cells, [14C]-dopamine uptake with cocaine IC80; actives deviate in either direction | B-score at 10 µM | actives 1.3% (n = 110,000);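 active = Z score or B-score, a plate-position-corrected score, falls beyond the plate's 99.7% confidence bounds, in either direction; inactive = both scores lie inside the 99.7% bounds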;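 also: scored against the spread of the other compound wells on the same plate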
VCAM1 TNFa inh: inhibitors of TNFa-induced VCAM1 expression, primary screen, imaging, HUVEC, TNFa stimulus, immunofluorescence | HUVEC TNFa-induced VCAM-1 immunofluorescence, high-content imaging | inhibition, % at 2 µM | actives 0.48% (n = 95,000) | AID 802, 2007;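 active = inhibition above the batch mean plus 3 SD, with images confirmed as a hit by eye, cut at about 37% in these data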;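 also: 0% = TNF-stimulated DMSO wells and 100% = unstimulated control wells; not every result past the cut was called active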
E coli WT exp: growth inhibitors of wild-type E. coli, primary screen, strain BW25113, expanded library, OD600; OD600 absorbance; growth inhibition, % at 100 µM; actives 0.15% (n = 98,000); AID 710, 2007;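 active = growth inhibition above about 50% at one test dose, limit read from the data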;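 also: growth measured after 20 h incubation at 37 °C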
IL1B cytotox: cytotoxicity in IL-1B stimulated HUVEC, primary screen, cytotoxicity control for IL-1B NFkB translocation project, imaging, Hoechst nuclear count, IL-1B stimulus | HUVEC cell count loss | cell count reduction, % at 2 µM | actives 0.41% (n = 94,000);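 active = cell count reduction more than 3 SD above the screen-wide mean, cut at about 70% in these data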;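 also: normalized per plate to untreated control cells as the no-loss baseline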
TNFa cytotox: cytotoxicity in TNFa-stimulated HUVEC, primary screen, cytotoxicity control for VCAM1 expression modulator project, imaging, Hoechst nuclei count; HUVEC TNFalpha-stimulated, Hoechst cell count; cell count reduction, % at 2 µM; actives 0.17% (n = 93,000); AID 848, 2007;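 active = cell count reduction exceeding the screen mean by over 5 SD, scaled to untreated wells per plate, cut at about 78% in these data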;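 also: cells counted after 24 h of TNF alpha exposure following the 1 h pretreatment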
F-actin modifier: modifiers of F-actin cytoskeleton organization, primary screen, imaging, HUVEC, phalloidin staining, high-content imaging; HUVEC TNFa F-actin phalloidin imaging; inhibition, % at 2 µM; actives 0.18% (n = 91,000); AID 836, 2007;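 active = inhibition above the batch mean plus 3 SD and confirmed as a hit by visual image inspection, cut at about 30% in these data, passing the limit was not always enough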; also: strong numbers were not always called active
PLK1 PBD inh: Plk1 polo box domain binding inhibitors, primary screen, biochemical, fluorescence polarization. Serine/threonine-protein kinase PLK1 (Homo sapiens), P53350. Plk1 PBD phosphopeptide binding. inhibition, %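 (tested at about 20 µM)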. actives 0.13% (n = 97,000). AID 693, 2007; in the data active = inhibition above about 34%, passing the limit was not always enough
An asterisk follows results filed as active; nt = no result given.

canonical_smiles	IL1B cytotox	DAT uptake mod	PLK1 kinase inh	PLK1 PBD inh	F-actin modifier	sEH inhibitor	TNFa cytotox	VCAM1 TNFa inh	E coli WT exp
COc1ccc(C(=O)N2CCN(c3nc4cc(C)ccc4cc3C#N)CC2)c(OC)c1	-6	0.8	-10	-8	-6	9	-8	14	-11
Cc1ccc(OCCSc2nnc(-c3ccncc3)n2C)cc1	-9	-0.036	-7	30	5	-6	-23	10	1
CCCC(=O)Nc1c(-c2cccs2)c(=O)c2ccccc2n1CC	-22	nt	-14	-13	0	12	-1	21	5
O=C(CCn1c(=O)oc2ccccc21)N1CCN(C(c2ccccc2)c2ccccc2)CC1	9	nt	10	-33	10	nt	-7	-8	-13
CCOc1ccc(OCC)c(NC(=O)CN2CCN(c3cccc(C)c3)C(C)C2)c1 (stereo unspecified)	1	-0.84	11	-29	-14	6	6	7	-12
CN(C)/C(CN1CCN(C=O)CC1)=C1\N=C(c2ccccc2)OC1=O	-32	1.2	-6	-8	2	-2	-14	8	-4
CC1CCCC(n2c(=S)[nH]c3ccccc3c2=O)C1C (stereo unspecified)	10	-0.85	1	-12	-41	nt	6	15	-8
O=c1oc2ccccc2c(Nc2ccc(O)cc2)c1[N+](=O)[O-]	-14	1.4	-15	20	12	3	-16	-5	-5
C=CCNC(=O)c1cc(-c2ccccc2O)on1	-38	0.016	-13	-19	13	-18	-26	24	4
CCOc1ccc(C(=O)N/N=C(\c2ccccc2)c2ccccn2)cc1	1	0.21	-25	19	7	7	-14	19	9
O=C(O)c1cnn2c1NC(c1cccs1)CC2C(F)(F)F (stereo unspecified)	4	0.082	-8	-19	-27	10	-3	-12	-9
Cn1c(=O)c2c(O)cc(=O)n(-c3ccccc3)c2n(C)c1=O	16	-0.93	-2	-6	34	-7	-17	-16	2
O=C(CCCCCCN1C(=O)c2ccccc2C1=O)N1CCC(c2ccccc2)C1 (stereo unspecified)	0	3.4*	-9	-10	2	3	-30	-4	nt
CCOC(=O)C(CC)n1cnc2sc3c(c2c1=O)CCC3 (stereo unspecified)	-7	0.11	25	1	34	-4	-39	-2	4
CC(=O)Nc1cccc(-c2cnc3ccccc3n2)c1	-18	1.2	0	12	-6	0	-15	-6	7
O=C(c1ccc2c(c1)OCCCO2)c1cccs1	6	0.1	1	-9	-32	-1	-9	-11	1
CCc1cccc(NC(=O)C2CCCN(S(=O)(=O)c3c(C)[nH]c(=O)[nH]c3=O)C2)c1 (stereo unspecified)	-66	-0.6	1	4	9	76	-19	8	0
CC1(C)CC2CC(C)(CN2C(=O)COC(=O)Cn2[nH]c(=O)c3ccccc3c2=O)C1 (stereo unspecified)	0	-0.25	-8	20	11	19	-14	-23	-3
CC(=O)c1cc2c(cc1NC(=O)Nc1cccc(Cl)c1)OCCO2	15	-0.072	-12	-4	20	-4	-15	15	-2
CC(=O)Nc1cc(-c2nn(C)c(=O)c3ccccc23)ccc1N1CCCCC1	21	-0.022	4	-11	1	0	0	-8	1

Other structures
canonical_smiles	IL1B cytotox	DAT uptake mod	PLK1 kinase inh	PLK1 PBD inh	F-actin modifier	sEH inhibitor	TNFa cytotox	VCAM1 TNFa inh	E coli WT exp
S=c1[nH]nc(-c2cccnc2)n1Cc1ccccc1	-7	0.011	-7	-6	-5	-26	nt	9	3
Cc1cccc(N2C(=O)CCC2=O)c1	6	-0.81	1	6	1	2	-25	-20	nt
O=C(c1ccc2c(c1)OCCO2)N(c1ccccn1)C1CCCCC1	12	0.33	-5	-29	10	14	-37	-24	0
Cc1occc1C(=O)NNC(=S)NCC(C)C	10	0.66	-4	17	-20	-18	19	-3	5
O=C(COc1ccccc1)NCCc1cn2ccsc2n1	26	-0.4	-8	18	-5	2	11	8	2
CCc1ccc(OCC(=O)Nc2ccc(-c3nc4ccccc4o3)c(O)c2)cc1	-18	0.39	-10	-40	-7	1	-47	-5	-3
CCN(CC)CCCNc1oc(-c2cccc(Cl)c2)nc1C#N	19	1.2	-29	-9	-6	-9	28	12	7
O=C1C2C(C(=O)N1Cc1cccnc1)C1C=CC2C12CC2 (stereo unspecified)	-7	-0.064	14	-18	0	1	-10	11	4
Cn1c(C(C#N)C(=O)c2sc3ccccc3c2Cl)nc2ccccc21 (stereo unspecified)	-2	0.096	-10	12	-4	-4	-21	-7	-29
CNc1nnc(-c2ccc(N(C)C)cc2)s1	-13	-0.072	-18	-14	-16	-16	-7	26	nt
O=C(NCCC1=CCCCC1)c1ccc(Cl)c(S(=O)(=O)N2CCOCC2)c1	-24	0.23	-13	-6	0	94*	-12	-11	-5
Cc1ccc(C(=O)/C=C/c2ccccc2)o1	14	-0.54	-14	-12	-8	-18	-7	-1	21
Cc1ccc(C(=O)/C=C/Nc2ccccc2C(N)=O)o1	-4	-0.023	-13	-12	-13	-2	1	-1	13
Cc1ccc(CSCC(=O)N/N=C/c2sccc2C)cc1	0	3.2*	-7	-15	-11	2	-9	-13	-7
CCOC(=O)N1CCN(C(=O)c2ccc3c(=O)n(CCC4=CCCCC4)c(=O)[nH]c3c2)CC1	0	0.77	-3	-15	29	23	-24	-5	-1
Cc1ccc(C)c(Cn2c(C(C)O)nc3ccccc32)c1 (stereo unspecified)	-32	0.11	-16	-1	-12	-6	-18	2	11
C/C(=N\NC(=O)C1CC1c1ccccc1)c1cccs1 (stereo unspecified)	6	-1.5	-5	3	16	-6	-23	-18	8
CCSc1nc2c(c(=O)n1-c1ccc(F)cc1)SCC2	38	-0.18	-18	14	1	8	-24	-11	nt
CCOC(=O)C1CCN(C(=O)C2CCCCC2)CC1	-6	-0.4	-6	-10	-57	3	13	2	4
COc1ccc(C(CC(=O)O)NC(=O)C2CCCCC2)cc1 (stereo unspecified)	-30	-0.36	-6	12	-36	-15	-21	17	5

Three compounds already listed, sorted by the value under PLK1 kinase inh, smallest number first.
compound,DAT uptake mod,PLK1 kinase inh,PLK1 PBD inh,F-actin modifier,sEH inhibitor,VCAM1 TNFa inh
CNc1nnc(-c2ccc(N(C)C)cc2)s1,-0.072,-18,-14,-16,-16,26
Cc1ccc(C(=O)/C=C/c2ccccc2)o1,-0.54,-14,-12,-8,-18,-1
CCOC(=O)C1CCN(C(=O)C2CCCCC2)CC1,-0.4,-6,-10,-57,3,2

Further structures:
canonical_smiles	IL1B cytotox	DAT uptake mod	PLK1 kinase inh	PLK1 PBD inh	F-actin modifier	sEH inhibitor	TNFa cytotox	VCAM1 TNFa inh	E coli WT exp
N#CCCSc1ncnc2c1oc1ccccc12	-6	-0.25	-12	-20	-3	-3	-23	-8	-6
CCCn1nc2ccccc2c1P(=N)(N1CCOCC1)N1CCOCC1	-12	-0.6	-3	24	0	1	-23	23	5
Cc1ccc(-c2cnc(SCC(=O)N3CCCc4ccccc43)n2C)cc1	18	2.3	-7	-6	-13	2	-8	-1	1
CCCCNc1ccccc1C(=O)OCC(=O)Nc1ccc(S(N)(=O)=O)cc1	-32	0.62	-11	-3	-11	23	-6	13	-3
Nc1n[nH]c(-c2ccc(Br)cc2)c1Cl	-2	0.62	-2	-17	14	6	-2	3	49
Cc1ccnc(SCC(=O)N2CCN(c3ccccc3)CC2)n1	-10	-0.32	-3	3	-11	8	-18	-26	nt
CCn1c(SCc2ccccc2)nnc1C1CCN(S(=O)(=O)c2ccc(OC)cc2)CC1	-30	1.1	-7	4	42	3	-4	13	5
CSCc1cc(N2CCOCC2)nc(SCc2ccc(Cl)cc2Cl)n1	26	nt	-10	20	3	-22	0	5	-9
Cc1cc(C(=O)CSc2nnc(-c3cccnc3)n2-c2ccccc2F)c(C)n1CC1CCCO1 (stereo unspecified)	-11	1.2	-6	9	-5	12	-15	-3	2
O=c1nc(/C=C/c2cc([N+](=O)[O-])ccc2Cl)cc(C(F)(F)F)[nH]1	-6	0.092	-7	21	6	-6	-10	14	2
CCCS(=O)(=O)N1CCCC(C(=O)NCCCN(CC)c2cccc(C)c2)C1 (stereo unspecified)	-24	0.47	-5	-5	-2	68	-3	0	-5
O=C(CN1CCOCC1)Nc1c2c(nc3c1CCC3)CCC2	-4	-0.44	-8	-9	4	nt	-6	8	4
COc1cccc2cc(C(=O)C3=C(O)C(=O)N(CCN4CCOCC4)C3c3cccs3)oc12 (stereo unspecified)	-26	-0.76	-10	-22	-33	-2	8	14	4
O=C(CN1CCc2ccccc2C1)N1CCN(S(=O)(=O)c2ccccc2)CC1	-6	-0.16	-11	13	3	5	-17	0	11
O=C(C1=C(O)C(=O)N(Cc2ccccc2)C1c1ccncc1)c1ccco1 (stereo unspecified)	-29	-1.3	-5	-10	-13	15	4	3	-2
COc1cccc(N/C=C(\C#N)c2ccc(OCCCF)cc2)c1	7	-0.66	-10	-26	10	0	-32	0	-10
Cc1cccn2c(=O)c3cc(C#N)c(=N)n(CCN4CCOCC4)c3nc12	-1	nt	-9	33	-18	1	-2	15	8
O=C(Cc1ccccc1)Nc1ccc2oc(-c3cccnc3)nc2c1	-6	0.015	-11	-1	-4	24	-7	-2	8
CCC(=Nc1ccc(N)cc1)C1=C(O)C(C(=O)OC)C(C)(C)CC1=O (stereo unspecified)	-55	0.043	-6	1	4	3	-3	-17	4
Cc1cccc(C(=O)NCCCN2CCCC2=O)c1	-3	-0.068	-7	22	-3	3	-16	-27	0

(list continues)
canonical_smiles	IL1B cytotox	DAT uptake mod	PLK1 kinase inh	PLK1 PBD inh	F-actin modifier	sEH inhibitor	TNFa cytotox	VCAM1 TNFa inh	E coli WT exp
Cc1c(NC(=O)C(C)Sc2ccccc2)c(=O)n(-c2ccccc2)n1C (stereo unspecified)	-5	-0.49	-2	-7	6	10	nt	-6	-1
O=C(CN(C1CCCCC1)S(=O)(=O)c1ccccc1)NCc1cccnc1	-78	0.055	3	-3	-2	8	-16	-22	-19
Clc1ccc(/C=N/Nc2nnc(Cl)c3ccccc23)cc1	-6	-0.085	-6	-3	6	19	-9	2	nt
Cc1ccc(OCC(=O)Nc2ccc(O)c(-c3nc4ccccc4o3)c2)cc1	-20	nt	-19	14	0	21	4	-20	1
CCC(=O)N1CCc2cc(S(=O)(=O)CCC(=O)Nc3ccc(C)c(F)c3)ccc21	17	0.67	-11	-7	-12	18	-15	8	nt
Cn1ncc(Cl)c1C(=O)N1CCCc2ccccc21	1	-0.24	-7	-3	-10	1	8	-1	4
O=C(NCc1ccco1)C(Cc1ccccc1)NS(=O)(=O)c1cccc2nsnc12 (stereo unspecified)	8	-0.33	7	24	14	nt	-42	7	5
Cc1c(Nc2nc3ccccc3nc2NS(=O)(=O)c2ccccc2)c(=O)n(-c2ccccc2)n1C	7	0.47	-95	-8	-15	-12	-27	24	0
Cc1ccc(-n2nnc3c(=O)n(CC(=O)N4CCC(C)CC4)cnc32)cc1	-3	-0.58	-12	-7	-4	-8	-22	6	-4
COc1ccc(Br)cc1C1N2CC3(C)CN1CC(C)(C2)C3=O (stereo unspecified)	-21	-0.68	-8	18	11	nt	-2	-6	2
O=C(OCCCN1CCCC1)C1(c2ccccc2)CCCC1	-8	-0.26	-9	-15	19	10	-26	0	-4
CC(=O)n1c2c(c3ccccc31)OC(N)=C(C#N)C2c1ccc(C(C)C)cc1 (stereo unspecified)	8	0.72	-7	-21	-11	-1	-5	6	-2
Cc1ccc(S(=O)(=O)N2CCOCC2)cc1C(=O)OCC(=O)Nc1ccc2c(c1)OCO2	25	0.22	-6	-16	27	30	-8	15	-5
